Pf growth 96h – Primary qHTS for delayed death inhibitors of the malarial parasite plastid, 96 hour incubation. actives 6.9% (n = 320,000). P. falciparum luciferase reporter growth, 96 h. Potency, µM (top dose mostly 28.7 µM), inactives show at the top dose activity change, negative = inhibition, hits mostly inhibitors
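Parasite growth measured via integrated firefly luciferase reporter in P. falciparum. Infected erythrocytes at 2% hematocrit, 0.05% parasitemia final were treated 96 hours at 37 C under 5% CO2, and luminescence was read.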
HCV inh – qHTS Assay for Inhibitors of Hepatitis C Virus (HCV) | Huh7.5.1 HCVcc-Cre infection, luciferase reporter, 44 h | Potency, µM (doses to about 41.8 µM), for inactives: at the top dose activity change, negative = inhibition, actives largely listed as inhibitors | actives 3.4% (n = 340,000) | AID 651820, 2012
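Whole-lifecycle infectious HCVcc-Cre system; cells 1,000/well, compound then virus (~0.5 moi) added 4 h after plating, 44 h culture. Luciferase read 15 sec following 15 min substrate incubation, room temp.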
TbPYK inhibitor – qHTS of Trypanosoma Brucei Inhibitors; pyruvate kinase (Trypanosoma brucei), Q57TT1; TbPYK enzyme, Kinase-Glo Plus ATP luminescence, 45 min; Potency, µM (series often up to 76.8 µM), for the others: top-dose activity, negative = inhibition, hits mostly inhibitors; actives 0.12% (n = 410,000); further: nearly all actives have a fitted effect of over 50% in size
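Luminescent Kinase-Glo Plus end-point after 45 min room-temperature reaction of T. brucei pyruvate kinase started with 130 uM ADP (final). Buffer TEA 50 mM pH 7.2 with KCl, MgCl2, BSA, Tween-20; titration-based qHTS with fitted concentration-effect curves.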
Pf growth 48h – Primary qHTS for delayed death inhibitors of the malarial parasite plastid, 48 hour incubation; actives 5.9% (n = 310,000); P. falciparum luciferase growth in erythrocytes, 48 h; Potency, µM (top dose mostly 28.7 µM), for the others: at the top dose activity change, negative = inhibition, actives largely listed as inhibitors
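Here the parasites carry a stable luciferase gene and grow inside erythrocytes in Albumax-based RPMI medium with compound for one erythrocytic cycle. Activity is scored as loss of luminescent signal.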
LmPK inhibitor – qHTS Assay for Inhibitors of Leishmania Mexicana Pyruvate Kinase (LmPK); Q27686; purified LmPK, Kinase-Glo ATP luminescence, 1 h; Potency, µM (highest dose often 57.5 µM), for the others: at the highest dose activity change, negative = inhibition, usual class: inhibitors; actives 0.37% (n = 290,000); AID 1721, 2009
Target sequence (Q27686 whole entry, looked up): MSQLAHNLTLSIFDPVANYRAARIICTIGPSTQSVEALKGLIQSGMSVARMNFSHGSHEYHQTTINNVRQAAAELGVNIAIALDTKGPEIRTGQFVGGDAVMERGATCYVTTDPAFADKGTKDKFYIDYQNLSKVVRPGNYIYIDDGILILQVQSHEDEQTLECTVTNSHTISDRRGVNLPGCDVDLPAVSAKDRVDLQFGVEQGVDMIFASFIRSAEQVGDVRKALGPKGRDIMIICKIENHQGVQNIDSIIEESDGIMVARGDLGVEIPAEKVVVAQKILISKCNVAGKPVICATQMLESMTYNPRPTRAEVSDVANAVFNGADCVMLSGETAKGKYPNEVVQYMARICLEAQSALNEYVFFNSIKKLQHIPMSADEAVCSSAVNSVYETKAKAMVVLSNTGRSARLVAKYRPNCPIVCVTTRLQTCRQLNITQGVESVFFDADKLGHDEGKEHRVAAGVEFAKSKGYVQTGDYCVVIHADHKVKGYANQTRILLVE
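Purified LmPK (0.1 nM) with 0.5 mM PEP and 0.1 mM ADP in imidazole buffer pH 7.2 with MgCl2/KCl, 1 h at room temperature. ATP formed was read by luciferase luminescence and normalized to no-enzyme and uninhibited controls.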
Sm TGR inh – qHTS Assay for the Inhibitors of Schistosoma Mansoni Peroxiredoxins; purified TGR, DTNB reduction, TNB absorbance 405 nm; Potency, µM (doses to about 114 µM), without a hit: at the highest dose activity change, negative = inhibition, hits mostly inhibitors; actives 3% (n = 360,000); AID 485364, 2010; further: nearly all actives have a fitted effect of over 60% in size
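Kinetic colorimetric format: TGR-catalysed, NADPH-driven DTNB reduction monitored via TNB absorbance. Enzyme dispensed at 20 nM; compound exposure 15 min at room temperature before reaction start.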
Numbers without * were called inactive; & = joins results of further samples; [ ] = another dose, or the depositor's remark. The call rests on the fitted dose curve; in most records, active means well fitted curve in the direction sought with a large enough effect; inconclusive means small, poorly fitted or top-dose-only effect, or another doubt; inactive means no such curve, though single readings can be large; an effect the other way counts as inactive or inconclusive. On the % scale 0 is the no-effect control and ±100 the full control effect; potency means the concentration at half of the fitted maximal effect.

`CCC1(CC)NC(=O)N(CC(=O)OC(C)C(=O)Nc2ccc(Cl)cn2)C1=O` (configuration not stated) gave Pf growth 96h 44%[activator], HCV inh 17%, TbPYK inhibitor -1%, Pf growth 48h 14% and Sm TGR inh -2%.
Screening COc1ccc2oc(=O)c(C(=O)N3CCCc4ccccc43)cc2c1 returned Pf growth 96h 59%[activator], HCV inh -13%, TbPYK inhibitor 11%, Pf growth 48h 5%, LmPK inhibitor 2% and Sm TGR inh -17%.
Screening O=C(Cn1nnc(-c2ccc(Cl)cc2)n1)NCC1CCCCC1 returned Pf growth 96h 0%, HCV inh -10%, TbPYK inhibitor 0%, Pf growth 48h 2%, LmPK inhibitor 4% and Sm TGR inh 3%.
c1csc(Cc2nn3c(-c4ccncc4)nnc3s2)c1 was read as Pf growth 96h inconclusive, HCV inh -20%, TbPYK inhibitor 0%, Pf growth 48h 2%, LmPK inhibitor 0% and Sm TGR inh -10%.
Cc1ccc(S(=O)(=O)N2CCOCC2)cc1C(=O)NCC1CCCCC1 was read as Pf growth 96h inconclusive, HCV inh 7%, TbPYK inhibitor 7%, Pf growth 48h inconclusive and Sm TGR inh 0%.
For Cc1occc1C(=O)Nc1ccc2c(c1)OCCO2 the results were Pf growth 96h -26%, HCV inh 15%, TbPYK inhibitor -17%, Pf growth 48h 146%[activator], LmPK inhibitor 13µM* and Sm TGR inh -2%.
Screening COc1cc(OC)c(OC)cc1/C=N/N(C)c1ccccc1 returned Pf growth 96h -98%, HCV inh 8.9µM*, TbPYK inhibitor -2%, LmPK inhibitor 4% and Sm TGR inh 2%.
For Cc1cc(C)n(C(=O)CNC(=O)c2cccc(Br)c2)n1 the results were Pf growth 96h 25%, HCV inh 11%, TbPYK inhibitor -3%, Pf growth 48h 5%, LmPK inhibitor 7% and Sm TGR inh -3%.
For Nc1ccc(S(=O)(=O)NC(Cc2ccccc2)C(=O)O)cc1 (configuration not stated) the results were Pf growth 96h -3%, HCV inh 5%, TbPYK inhibitor 0%, Pf growth 48h 3%, LmPK inhibitor 2% and Sm TGR inh -5%.
Screening Cc1cccc(NS(=O)(=O)c2ccc(C(=O)NCCCN3CCCC3=O)cc2)c1C returned Pf growth 96h inconclusive, HCV inh -6%, TbPYK inhibitor -6%, Pf growth 48h inconclusive and Sm TGR inh -11%.
Screening CCOC(=O)c1c(C)[nH]c(C(=O)COC(=O)Cn2cc(C(F)(F)F)ccc2=O)c1C returned Pf growth 96h -17%, HCV inh 3%, TbPYK inhibitor 0%, Pf growth 48h 1% and Sm TGR inh -16%.
For Cc1nc2cc(NC(=O)NCCCO)ccc2o1 the results were Pf growth 96h 326%[activator], HCV inh 20%, TbPYK inhibitor 2%, Pf growth 48h 7%, LmPK inhibitor -2% and Sm TGR inh -1%.
For CC(C)CNC(=S)N1CCN(c2nc(-c3ccc(Cl)cc3)cs2)CC1 the results were Pf growth 96h 10µM*, HCV inh 11µM*, TbPYK inhibitor -8%, Pf growth 48h -8%, LmPK inhibitor -2% and Sm TGR inh 5%.
For CSc1ccc(Cl)c(C(=O)OCC(=O)N(C)CCC#N)c1 the results were Pf growth 96h 5%, HCV inh 9%, TbPYK inhibitor 3%, Pf growth 48h 187%[activator], LmPK inhibitor 5% and Sm TGR inh 1%.
For CC1CCCC(NC(=O)c2ccc3c(=O)n(CC4CCCO4)c(=O)[nH]c3c2)C1C (configuration not stated) the results were Pf growth 96h inconclusive, HCV inh -13%, TbPYK inhibitor -5%, Pf growth 48h 2.6µM*, LmPK inhibitor 3% and Sm TGR inh -23%.
Screening O=C(Cn1c(=O)n(Cc2ccco2)c(=O)c2c3c(sc21)CCCCC3)c1ccccc1 returned Pf growth 96h 0%, TbPYK inhibitor -2%, Pf growth 48h -11%, LmPK inhibitor 0% and Sm TGR inh 35µM*.
`CCOC(=O)c1c(C)[nH]c(C(=O)COC(=O)c2c(CC)noc2C)c1C` gave Pf growth 96h inconclusive, HCV inh 14µM*, TbPYK inhibitor 2%, Pf growth 48h inconclusive and Sm TGR inh 2%.
`Cc1occc1C(=O)Nc1cccc2ccccc12` gave Pf growth 96h -8%, HCV inh -28%, TbPYK inhibitor -11%, Pf growth 48h inactive, LmPK inhibitor 25µM* and Sm TGR inh -31%.
`CC(C)NC(C)C(=O)C12CC3CC(CC(C3)C1)C2` (configuration not stated) gave Pf growth 96h inconclusive, HCV inh 18%, TbPYK inhibitor -2%, LmPK inhibitor 0% and Sm TGR inh 2%.
Screening O=C(Nc1ccc2c(c1)OCCO2)c1cccc(Cl)c1Cl returned Pf growth 96h 142%[activator], HCV inh -21%, TbPYK inhibitor -10%, Pf growth 48h 103%[activator], LmPK inhibitor 0% and Sm TGR inh 2%.

Sorted by count of non-hydrogen atoms (highest first): part of the list above.
For Nc1ccc(S(=O)(=O)NC(Cc2ccccc2)C(=O)O)cc1 (configuration not stated) the results were Pf growth 96h -3%, HCV inh 5%, TbPYK inhibitor 0%, Pf growth 48h 3%, LmPK inhibitor 2% and Sm TGR inh -5%.
Screening O=C(Nc1ccc2c(c1)OCCO2)c1cccc(Cl)c1Cl returned Pf growth 96h 142%[activator], HCV inh -21%, TbPYK inhibitor -10%, Pf growth 48h 103%[activator], LmPK inhibitor 0% and Sm TGR inh 2%.
For Cc1nc2cc(NC(=O)NCCCO)ccc2o1 the results were Pf growth 96h 326%[activator], HCV inh 20%, TbPYK inhibitor 2%, Pf growth 48h 7%, LmPK inhibitor -2% and Sm TGR inh -1%.

(cont.)
Screening Cc1cc(NC(=O)c2cncc(Br)c2)no1 returned Pf growth 96h 71%[activator], HCV inh 2%, Pf growth 48h 68%[activator], LmPK inhibitor 4% and Sm TGR inh 0%.
Screening CCOc1ccc(CNC(=O)CCSCc2ccccc2F)cc1OC returned Pf growth 96h inconclusive, HCV inh -2%, TbPYK inhibitor 4%, Pf growth 48h -4%, LmPK inhibitor -6% and Sm TGR inh 5%.
CN1C(=O)c2cccc(NCCCN3C(=O)c4ccccc4C3=O)c2C1=O was read as Pf growth 96h 123%[activator], HCV inh 10%, TbPYK inhibitor 3%, Pf growth 48h 27%, LmPK inhibitor 6% and Sm TGR inh -23%.
`Cc1ccccc1CS(=O)(=O)c1snnc1C` gave Pf growth 96h -1%, HCV inh 17%, TbPYK inhibitor -8%, Pf growth 48h 2%, LmPK inhibitor 3% and Sm TGR inh 13%.
`COc1cc(NC(=O)c2ccc3c(=O)n(Cc4ccco4)c(=S)[nH]c3c2)cc(OC)c1OC` gave Pf growth 96h 44%[activator], HCV inh inconclusive, TbPYK inhibitor -14%, Pf growth 48h inconclusive, LmPK inhibitor 3% and Sm TGR inh -32%.
Screening CCOc1cnc(-c2ccc(OC)cc2)o1 returned Pf growth 96h 78%[activator], HCV inh 6%, TbPYK inhibitor 1%, Pf growth 48h 80%[activator], LmPK inhibitor -11% and Sm TGR inh 25%.
For Cc1cc(Cl)nc(Cl)c1C(=O)NCc1ccc(Cl)cc1 the results were Pf growth 96h inconclusive, HCV inh 7%, TbPYK inhibitor 9%, Pf growth 48h 14%, LmPK inhibitor 1% and Sm TGR inh 7%.
C[N+](C)(C)CCOC(=O)C(O)(c1ccccc1)c1ccccc1 was read as Pf growth 96h 11µM*, TbPYK inhibitor -16% and Pf growth 48h 0%.
Screening Cc1nn(CCC(=O)Nc2cccc(C#N)c2)c(C)c1S(=O)(=O)N1CCCCC1 returned Pf growth 96h 29%, HCV inh inconclusive, TbPYK inhibitor -1%&-6%, Pf growth 48h -2%, LmPK inhibitor 9% and Sm TGR inh -7%&0%.
`CCOc1cccc(CN2CCC(Oc3ccc(C(=O)NCc4ccccn4)cc3)CC2)c1` gave Pf growth 96h inconclusive, HCV inh -15%, TbPYK inhibitor 7%, Pf growth 48h inconclusive, LmPK inhibitor 4% and Sm TGR inh 1%.
For Cc1ccc(-n2c(SCC(=O)N3CCCC3)nc3c(c2=O)SCC3)cc1 the results were Pf growth 96h inconclusive, HCV inh 9%, Pf growth 48h 1%, LmPK inhibitor 2% and Sm TGR inh -15%.
`Cc1cc(C)c(C#N)c(OCC(=O)c2ccccc2)n1` gave Pf growth 96h 18%, HCV inh -8%, TbPYK inhibitor 0%, Pf growth 48h inconclusive, LmPK inhibitor 0% and Sm TGR inh 14%.
Cc1ccc(-n2nc3ccc(NC(=O)/C=C/c4ccco4)cc3n2)cc1C was read as Pf growth 96h 63%[activator], HCV inh inconclusive, TbPYK inhibitor -4%, Pf growth 48h 23%, LmPK inhibitor -3% and Sm TGR inh -1%.
For Cc1cc(C)c(S(=O)(=O)N2CCCOC2CNC(=O)C(=O)NCc2cccnc2)c(C)c1 (configuration not stated) the results were Pf growth 96h -56%[5.75 µM], HCV inh -1%, TbPYK inhibitor -1%, Pf growth 48h inconclusive, LmPK inhibitor 2% and Sm TGR inh 10%.
CS(=O)(=O)c1cccc(C(=O)Nc2ccc(S(=O)(=O)N3CCCCC3)cc2)c1 was read as Pf growth 96h 9.3µM*, HCV inh 4.5µM*, TbPYK inhibitor 2%, Pf growth 48h inconclusive and Sm TGR inh -5%.
`CC(=O)NNC(=O)CN1C(=O)CN=C(c2ccccc2)c2cc(Br)ccc21` gave Pf growth 96h inconclusive, HCV inh -8%, TbPYK inhibitor -3%, Pf growth 48h 2%, LmPK inhibitor 11% and Sm TGR inh -18%.
Screening N#Cc1c(C(F)(F)F)cc(-c2ccccc2)nc1SCC(=O)N1CCOCC1 returned Pf growth 96h 21%, HCV inh 6%, Pf growth 48h 16%, LmPK inhibitor 2% and Sm TGR inh 5%.
Screening O=C(O)C1C2C=CC(O2)C1C(=O)NCCC1=CCCCC1 (configuration not stated) returned HCV inh 6%, TbPYK inhibitor 2%, Pf growth 48h 19%, LmPK inhibitor -3% and Sm TGR inh 22µM*.
For Cc1ccc(C)c(NC(=O)CN(C)C(=O)c2cccc(-n3cccc3)c2)c1 the results were Pf growth 96h -16%, HCV inh 5%, TbPYK inhibitor -2%, Pf growth 48h 12% and Sm TGR inh 5%.
Cc1ccc(NC(=O)CCNS(=O)(=O)c2ccc3[nH]c(=O)oc3c2)cc1N(C)C was read as Pf growth 96h -17%, HCV inh 17%, TbPYK inhibitor -6%, Pf growth 48h 10%, LmPK inhibitor -2% and Sm TGR inh -5%.
Screening Cc1ccc(NC(=O)CSc2nccn2Cc2ccco2)cc1 returned Pf growth 96h 151%[activator], HCV inh 23%, TbPYK inhibitor -7%, Pf growth 48h 105%[activator], LmPK inhibitor -8% and Sm TGR inh -36%.
Screening Cc1cccc(NC(=O)c2ccc3ccccc3n2)c1C returned Pf growth 96h 14%, HCV inh -19%, TbPYK inhibitor -1%, Pf growth 48h 9%, LmPK inhibitor -14% and Sm TGR inh -18%.
Screening CCCCCSc1nc2c(cnn2-c2ccc(F)cc2)c(=O)[nH]1 returned Pf growth 96h -3%, HCV inh -3%, TbPYK inhibitor 13%, Pf growth 48h 15%[0.00184 µM], LmPK inhibitor 2% and Sm TGR inh 5%.
Screening O=c1cc(CO)oc(CN2CCCC2)c1O returned Pf growth 96h 4%, HCV inh 6%, TbPYK inhibitor -17%, Pf growth 48h 37%[activator], LmPK inhibitor 1% and Sm TGR inh 0%.
`CC(C)(C)NC(=O)CCN(/N=C/c1ccc([N+](=O)[O-])o1)C1=NS(=O)(=O)c2ccccc21` gave Pf growth 96h inconclusive, HCV inh inconclusive, TbPYK inhibitor -4%, Pf growth 48h -18%, LmPK inhibitor 1% and Sm TGR inh inconclusive.
